High-throughput results (PubChem BioAssay)
tim10-1 inh: tim10-1 yeast growth inhibition. S. cerevisiae tim10-1 ts strain growth, BacTiter-Glo, 24 h. AID 463190. 330,000 tested, 2.2% active. inhibition, % at 20 µM;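 active means inhibition of at least 40%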;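 further: mutant grown at 25 °C; 0% = DMSO wells with yeast and 100% = wells holding no yeast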
NLRP3 yeast inh: NALP3 inhibition in yeast; Yeast reconstituted NLRP3/ASC/caspase-1, beta-gal luminescence, 24 h; inhibition, % at 10 µM; 330,000 tested, 0.39% active;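 active means inhibition of 50% or more; inactive means inhibition below 50%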;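 further: plate controls were induced DMSO wells for no effect and uninduced yeast grown without galactose for full effect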
MIN6 prolif: inducers of beta-cell replication in MIN6 cells; MIN6 cells proliferation, ATPlite luminescence, 48 h; cells starved in 0.2% serum; 100% = growth in 10% serum; proliferation, % at 10 µM; 330,000 tested, 0.29% active;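 active means compounds whose signal lies at least 3.5 SD above the mean of all wells on their plate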;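 further: 0% = DMSO-treated cells in low-serum medium and 100% = 10% serum control; some compounds called inactive have numbers as strong as hits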
TIM10 inh: growth inhibitors of TIM10 yeast strain | inhibition, % at 10 µM | 330,000 tested, 1.4% active | S. cerevisiae TIM10 strain growth, BacTiter-Glo luminescence, 24 h;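 active means inhibition of 40% or more at the single tested concentration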;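 further: wild-type TIM10 isogenic control strain grown at permissive 25 °C; 0% = DMSO yeast wells and 100% = minimal medium wells without yeast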
MPTP inh: inhibitors of mitochondrial permeability transition pore; isolated mouse mitochondria, Ca2+ swelling absorbance, 30 min; inhibition, % at 10 µM; 360,000 tested, 1.4% active; AID 602449;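 active means inhibition of 50% or more, scaled per plate between neutral and stimulator controls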;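 further: 0% = DMSO wells given calcium and 100% = 1 mM EGTA wells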
GRIN3A LBD mod: NR3A (human) ligand-binding domain modulation; Tm shift relative to glycine control, % at 25 µM; 340,000 tested, 2.5% active; NR3A LBD differential scanning fluorimetry, Tm shift; 0% = protein alone, 100% = glycine-bound protein;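 active means melting temperature shift of at least 10% of the positive control shift, at one fixed dose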
APJ antagonist: antagonists of human APJ apelin receptor; P35414; CHO-K1 APJ beta-arrestin complementation, luminescence; inhibition, % at 20 µM; 330,000 tested, 0.32% active; AID 2521;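 active means inhibition above about 40% at 20 µM, limit read from the data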;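 further: cells challenged with 10 nM apelin-13 agonist together with compound; plate controls were apelin-13 plus DMSO wells for no effect and DMSO wells lacking apelin-13 for full effect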
Target sequence (P35414 whole entry, looked up): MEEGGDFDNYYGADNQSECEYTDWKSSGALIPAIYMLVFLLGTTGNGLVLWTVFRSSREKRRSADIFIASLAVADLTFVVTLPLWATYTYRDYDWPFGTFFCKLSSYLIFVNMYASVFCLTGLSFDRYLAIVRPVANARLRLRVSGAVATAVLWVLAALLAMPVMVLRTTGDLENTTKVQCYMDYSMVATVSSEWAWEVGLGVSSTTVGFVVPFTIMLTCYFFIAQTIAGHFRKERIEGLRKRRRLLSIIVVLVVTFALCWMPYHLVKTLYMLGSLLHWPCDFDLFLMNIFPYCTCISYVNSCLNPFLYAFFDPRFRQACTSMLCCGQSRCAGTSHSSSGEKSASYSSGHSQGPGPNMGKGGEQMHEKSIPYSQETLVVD
tim23-1 inh: inhibits growth of tim23-1 mutant yeast. S. cerevisiae tim23-1 growth, BacTiter-Glo luminescence, 24 h. inhibition, % at 20 µM. 330,000 tested, 1.3% active;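 active means growth inhibition of the mutant yeast at or above 50%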;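 further: temperature-sensitive mutant grown at 25 °C; plate controls were DMSO-treated mutant yeast for no effect and medium wells lacking yeast for full effect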
APJ ag: APJ receptor agonism | P35414 | CHO-K1 APJ PathHunter beta-arrestin, luminescence; 0% DMSO wells, 100% apelin | activation, % at 20 µM | 330,000 tested, 0.11% active | AID 2520;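 active means activation more than six SD over the plate average, tested at 20 µM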;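 further: 0% = DMSO alone and 100% = apelin-13 at 10 nM; some results filed as inactive read as strong as hits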
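system = engineered CHO-K1 APJ arrestin reporter cells | input = 1000 cells per well | timing = overnight seeding, 90 min compound at 25 °C, 1 h detection | measured by = enzyme-fragment complementation luminescence | read-out = beta-arrestin recruitment to APJ as agonist activity, luminescent signal | control set = negative DMSO alone, positive Apelin-13 at 10 nM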
* = called active by the depositor; . = no result given.

SMILES	tim10-1 inh	NLRP3 yeast inh	MIN6 prolif	TIM10 inh	MPTP inh	GRIN3A LBD mod	APJ antagonist	tim23-1 inh	APJ ag
Cc1ccsc1C(=O)OCc1nc2ccsc2c(=O)[nH]1	6	19	1	-4	0.9	-1	5	4	-2
CCOc1ccc(C(=O)NCc2ccc3c(c2)OCO3)cc1OCC	15	13	-4	-5	-0.5	1	-7	12	-1
Cc1ccc(N2CC(C(=O)Nc3cccnc3)CC2=O)cc1C (stereo not given)	-12	-4	0	1	-0.6	1	17	-3	1
COCCN(C(=O)CN1CCN(S(=O)(=O)c2ccc(F)cc2)CC1)c1c(N)n(Cc2ccccc2)c(=O)[nH]c1=O	14	15	0	7	-2.2	0	11	14	-2
O=C(O)c1ccccc1C(=O)c1ccc(Sc2ccc(Cl)cc2)c([N+](=O)[O-])c1	2	10	-3	21	4.7	0	2	6	1
O=C(NC1CCC(O)CC1)c1ccc2c(c1)S(=O)(=O)N=C1CCCCCN12 (stereo not given)	-15	9	7	-6	-2.7	1	18	0	0
O=C(O)c1ccc(N2C(=O)/C(=C/C=C/c3ccccc3)SC2=S)cc1	15	18	-4	14	1.2	4	2	16	-1
O=C(Nc1ccc(F)c(Cl)c1)NC1CC1	-1	9	1	8	5.4	-2	4	6	-2
CCCCP(=O)(CCCC)c1ccccc1C(=O)O	-22	13	-3	-1	.	12*	-11	8	0
COCCCNC(=O)CSc1c2c(nc3ccc(Cl)cc13)CCCC2	24	-2	2	4	0.8	-1	7	29	-2
Nc1nc(SC23CC4CC(CC(C4)C2)C3)ns1	11	4	-1	9	1.8	-3	11	21	-2
Cc1noc(NS(=O)(=O)c2ccc(NC(=O)CCC3CCCC3)cc2)c1C	3	1	0	0	-5.4	-4	-25	-9	-6
COc1ccccc1CNC(=O)CN(C)S(=O)(=O)c1cccc2cccnc12	20	5	-2	17	1.4	0	9	9	2
Nc1nonc1-c1nc2ccccc2n1Cc1ccc(F)cc1Cl	11	3	1	6	-0.8	-14	13	-103	0
Nc1c(Cl)ncnc1N1CCCC1	-5	12	-2	1	0.6	-1	12	9	-3
COc1cccc(CCNC(=O)CCc2nnc(Cc3cc(OC)ccc3OC)o2)c1	14	16	-1	-7	1.6	4	-7	7	-2
O=C(c1ccc(Cl)cc1[N+](=O)[O-])N1CCN(c2ccccn2)CC1	26	0	-2	22	0.3	-3	-10	22	3
COc1ccc(NC(=O)c2nc[nH]c2C(=O)N2CCN(c3ccccc3)CC2)cc1	12	-6	-2	10	-0.4	1	-15	17	0
CCc1ccc(N2CC(C(=O)OCC(=O)Nc3ccc(C(C)=O)cc3)CC2=O)cc1 (stereo not given)	3	14	-1	-5	-1.8	2	-9	9	-2
Cc1nc2n(COCCO)cnn2c(=O)c1Br	1	-2	-1	-5	0.5	1	-5	-2	-1
CCC(=O)c1cc2c(cc1NC(=O)c1ccc(C)cc1)OCCO2	15	6	0	3	2.3	0	6	-18	-3
CC(=O)[C@H]1[C@H]([C@H](O)[C@H](O)CO)O[C@](O)(C(=O)O)C[C@@H]1O	-7	13	-2	1	0.6	-2	-32	-3	4
NNC(=O)c1ccc(COc2ccc3c(c2)CCC3)cc1	30	43	3	16	0.6	-1	-28	44	0
CC(C)(C)c1ccc(/C=C/C(=O)NC2=NCCS2)cc1	7	24	-2	3	3.0	12*	16	10	4
Cc1noc(C)c1COc1cccc(C(=O)Nc2ccc(Br)cc2F)c1	13	14	-5	-4	1.3	-6	-11	31	-4
OCCC1CN(Cc2nc(-c3ccccc3)cs2)CCN1C1CCCC1 (stereo not given)	2	3	-4	8	7.5	1	-11	8	2
COCCN(C(=O)CCc1ccccc1OC)c1nnc(-c2cccnc2)s1	6	41	2	-10	7.4	-2	-19	-18	-2
Cn1c(=O)c2c(nc(CN3CCOCC3)n2CC(O)CO)n(C)c1=O (stereo not given)	6	4	-1	0	0.3	0	12	4	-1
CCCN(CC1CC1)C(=O)COC(=O)c1oc2ccc(OCC)cc2c1C	17	23	-2	19	0.7	-2	-4	42	-3
CCCCSCc1nc2ccccn2c1Br	0	22	-2	5	-0.8	0	8	11	-3
O=C(O)/C=C/C(=O)Nc1ccccc1C(=O)OCC(=O)c1ccc2c(c1)OCCO2	7	3	-6	-11	0.6	1	13	21	-2
CC(C)NC(=O)NC(=O)COC(=O)c1cccc(OC(F)F)c1	10	9	2	7	0.5	-6	8	9	-2
Cc1nn(Cc2ccccc2)c(C)c1NC(=O)CCCn1nc(C)c([N+](=O)[O-])c1C	5	11	0	17	-11	-2	-20	13	1
O=C(Cn1nnc(-c2ccc(Cl)cc2)n1)NCCC1=CCCCC1	15	21	0	5	1.6	-1	7	12	-5
O=C(Nc1ccn(Cc2ccccc2F)n1)c1ccc(COc2ccccc2Cl)cc1	12	-1	-5	29	-0.2	-4	12	18	-1
Cc1cc(-c2csc(N)n2)c(C)n1Cc1ccccc1	14	5	-5	7	-1.0	-4	-2	16	-1
COc1ccc(/C=C/C(=O)ONC2=NCCCCC2)cc1OC	68*	-1	-1	49*	1.8	-2	-48	58*	1
COc1ccc(OC)c(-n2c(C)ccc2-c2ccc(S(C)(=O)=O)cc2)c1	20	7	0	8	4.1	-2	13	23	-3
Cc1ccc2[nH]c3c(=O)n(CC(=O)N4CCN(C)CC4)ncc3c2c1	13	15	0	2	-0.6	3	10	11	-3
Cc1ccc(OCCCCCCN2CCNCC2)cc1	-32	0	-1	16	35	1	-15	-43	-4
CC(C)c1nc(NCCO)c(C#N)c2c1CCCC2	37	15	0	30	0.9	-1	14	54*	-4
COc1ccc(NC(=O)CN2CCC(NC(=O)c3ccco3)CC2)c([N+](=O)[O-])c1	-5	16	-2	6	-0.9	-2	5	7	2
CC1=C(C)C(=O)N(CCC(=O)O)C1=O	13	-4	1	-4	-2.9	1	12	5	-3
CCOC(=O)C1=C(C)N=C2SCCC(=O)N2[C@@H]1c1cccs1	16	6	1	5	2.1	-2	1	18	3
Cc1ccc(CCNC(=O)c2nc(CS(=O)(=O)c3ccc(Cl)cc3)no2)cc1	-6	-8	-1	7	1.3	-11	-2	4	1
O=S(=O)(Nc1nnc(C(F)(F)F)s1)c1ccc(Cl)cc1	2	-19	2	7	0.0	4	6	3	-1
CC(C)c1ccc(CCNC(=O)c2cccc(S(=O)(=O)N3CCN(C)CC3)c2)cc1	-1	6	-2	7	-0.7	-1	4	4	5
COc1ccc(S(=O)(=O)NC(C(C)C)C(C)C)cc1OC	13	7	2	19	-0.2	-3	18	26	0
CS(=O)(=O)c1ccc2nc(NC(=O)CC3CCCC3)sc2c1	34	-6	-3	11	-0.1	-2	-24	34	4
CC(C)NC(=S)N1CCC(Cc2ccccc2)CC1	30	16	0	-18	0.0	0	-17	13	-3
COc1cc(C(=O)NCCCNc2nc3cc(C)c(C)cc3cc2C#N)cc(OC)c1OC	-2	23	1	-8	0.2	-2	11	7	-2
CCOC(=O)c1cnc2c(C)c(-c3ccccc3)[nH]n2c1=O	8	0	3	15	-3.6	1	0	4	-2
CCOC(=O)CN(C(=O)CSc1nnc2c(n1)[nH]c1ccc(OC)cc12)c1ccc(F)cc1	11	27	-3	2	6.6	-2	2	14	2
CC(=O)OCCc1[nH]c2ccccc2c1C	-5	17	2	-2	1.4	3	1	-2	8
O=C(Nc1ccnn1C1CCN(CCCc2ccccc2)CC1)c1cccc(F)c1	12	13	0	3	0.5	0	14	9	-7
c1ccc(-c2cc3c(N4CCOCC4)ncnc3s2)cc1	14	22	-2	11	-0.8	-4	15	21	-3
CCCCN(C(=O)COC(=O)CSc1ccc([N+](=O)[O-])cc1)c1c(N)n(CCC)c(=O)[nH]c1=O	-5	5	1	-8	-2.5	-1	0	-8	1
Cc1cc(C)cc(NC(=O)COC(=O)CCCC2=NS(=O)(=O)c3ccccc3N2)c1	-5	4	-3	-8	-1.3	0	-1	1	-1
COc1ccc(Oc2nccc(-c3ccccc3)c2C#N)cc1	19	18	-4	-15	-4.9	9	-1	15	-2
O=C(CCCOC(=O)c1ccc(O)cc1O)c1ccccc1	-37	38	0	-22	1.3	-7	-9	31	-4
The listing continues:
SMILES	tim10-1 inh	NLRP3 yeast inh	MIN6 prolif	TIM10 inh	MPTP inh	GRIN3A LBD mod	APJ antagonist	tim23-1 inh	APJ ag
COc1cccc(-c2ncc3ccccc3c2COC(=O)c2cccs2)c1	15	14	-6	-2	0.4	-1	24	36	1
Cc1ccc(NCC(O)C(O)C(O)CO)cc1C (stereo not given)	12	2	-2	-16	3.3	-2	9	-5	-1
Cc1ccc(S(=O)(=O)N(C)C)cc1NC(=O)C1CCC1	3	4	-3	-19	1.6	2	3	15	1
CCc1cccc(C)c1NC(=S)N(CCN(C)C)C(C)c1cccnc1 (stereo not given)	15	12	-2	-3	-1.4	0	2	-3	0
Cc1nnc(SCCn2c(N3CCN(C)CC3)nc3c2c(=O)[nH]c(=O)n3C)s1	11	-3	-1	-6	0.1	-1	7	4	-1

In a second layout: four of the compounds above.
COc1cccc(-c2ncc3ccccc3c2COC(=O)c2cccs2)c1
  tim10-1 inh = 15
  NLRP3 yeast inh = 14
  MIN6 prolif = -6
  TIM10 inh = -2
  MPTP inh = 0.4
  GRIN3A LBD mod = -1
  APJ antagonist = 24
  tim23-1 inh = 36
  APJ ag = 1
Cc1ccc(NCC(O)C(O)C(O)CO)cc1C (stereo not given)
  tim10-1 inh = 12
  NLRP3 yeast inh = 2
  MIN6 prolif = -2
  TIM10 inh = -16
  MPTP inh = 3.3
  GRIN3A LBD mod = -2
  APJ antagonist = 9
  tim23-1 inh = -5
  APJ ag = -1
Cc1ccc(S(=O)(=O)N(C)C)cc1NC(=O)C1CCC1
  tim10-1 inh = 3
  NLRP3 yeast inh = 4
  MIN6 prolif = -3
  TIM10 inh = -19
  MPTP inh = 1.6
  GRIN3A LBD mod = 2
  APJ antagonist = 3
  tim23-1 inh = 15
  APJ ag = 1
CCc1cccc(C)c1NC(=S)N(CCN(C)C)C(C)c1cccnc1 (stereo not given)
  tim10-1 inh = 15
  NLRP3 yeast inh = 12
  MIN6 prolif = -2
  TIM10 inh = -3
  MPTP inh = -1.4
  GRIN3A LBD mod = 0
  APJ antagonist = 2
  tim23-1 inh = -3
  APJ ag = 0

Quoted at random: two compounds from above, in no set order.
SMILES	tim10-1 inh	NLRP3 yeast inh	MIN6 prolif	TIM10 inh	MPTP inh	GRIN3A LBD mod	APJ antagonist	tim23-1 inh	APJ ag
COc1ccc(NC(=O)CN2CCC(NC(=O)c3ccco3)CC2)c([N+](=O)[O-])c1	-5	16	-2	6	-0.9	-2	5	7	2
Cc1nnc(SCCn2c(N3CCN(C)CC3)nc3c2c(=O)[nH]c(=O)n3C)s1	11	-3	-1	-6	0.1	-1	7	4	-1
